Glyco luc inh – increase of ERlucT glycosylation luciferase signal, primary screen, N-linked glycosylation inhibitor project, D54 ERlucT cells, luminescence, set 2; D54 ERlucT glycosylation luciferase reporter, 24 h; percent of 100 nM tunicamycin response; reporter increase, % at 12.5 µM; 360,000 compounds, 0.23% hits;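 active means mean luciferase reporter signal, scaled so untreated is 0 and the glycosylation-blocking control 100, at or above a set limit in every replicate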;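 further: luciferase carries N-glycosylation sites so blocking glycosylation raises the light; 0% = median of neutral control wells and 100% = median of 100 nM tunicamycin wells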
ABHD5 PLIN5 PPI – ABHD5-PLIN5 interaction inhibitors, primary screen, cell lysate, split luciferase complementation, luminescence; AID 602281, 2012; inhibition, % at 4 µM; Split G. princeps luciferase complementation, 4 h; 360,000 compounds, 0.78% hits;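 active means inhibition above the mean inhibition across every tested compound plus 3 SD, cut at about 22% in these data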;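 further: 0% = DMSO only wells and the 100% control is not disclosed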
TLR9-MyD88 inh – inhibitors of TLR9-MyD88 association in cells, primary screen, cell-based, CHO, BLA complementation, fluorescence; Toll-like receptor 9 (Homo sapiens) + Myeloid differentiation primary response protein …; CCF4 FRET ratio; inhibition, % at 4.98 µM; 340,000 compounds, 0.21% hits;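 active means inhibition above the mean over all tested compounds plus 3 SD, cut at about 21% in these data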;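 further: 0% = DMSO only wells and 100% = clavulanate BLA inhibitor control wells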
aDG glyco up – activators of alpha-DG glycosylation, primary screen, uHTS, Pro5-aDG cells, AlphaScreen; alpha-DG glycosylation AlphaScreen (IIH6); 0% Pro5, 100% B10-LARGE cell signal; activation, % at 10 µM; 360,000 compounds, 0.22% hits; AID 624168, 2012;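 active means activation of at least 8% versus controls, or a plate z-score of at least 8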;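 further: Pro5 are CHO cells carrying HIG-tagged alpha-DG that lacks glycosylation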
Granule exo inh – LAMP-1 surface exposure blockers, TALL-104 cells – cell-based, flow cytometry, MLPCN library, primary screen. TALL-104 LAMP-1 surface exposure; cells stimulated with thapsigargin and PMA. inhibition, % at 10 µM. 360,000 compounds, 0.66% hits;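 active means inhibition above about 55%, limit read from the data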
ABCB6 inh 2 – ABCB6 transporter inhibitors, primary screen, K562-ABCB6 cells, flow cytometry, MLPCN library; ATP-binding cassette sub-family B member 6 (Homo sapiens), Q9NP58; K562-ABCB6 porphyrin accumulation, 1 h; hits give low values; fluorescence ratio to DMSO, % at 10 µM; 360,000 compounds, 0.19% hits;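 active means fluorescence ratio to DMSO below 75%, the collection mean minus 3 SD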;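 further: signal is porphyrin accumulated inside mitochondria; 100% equals median channel fluorescence of DMSO control wells; lower ratio means ABCB6 inhibition with less porphyrin fluorescence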
Vif inh – HIV Vif self-association inhibitors, primary screen, imaging, HEK293T, single point | HEK293T cells, Vif self-association by quenched fluorescence, 24 h | inhibition, % at 7.49 µM | 340,000 compounds, 0.35% hits; in the data active means inhibition above about 50%, passing the limit was not always enough; further: some results filed as inactive read as strong as hits
MC4R antag cAMP – MC4R antagonists of cAMP signaling, primary screen, cell-based, TR-FRET, antagonist arm of biased-ligand search; Melanocortin receptor 4 (Homo sapiens), P32245; MC4R-expressing cells, MTII-stimulated cAMP, LANCE TR-FRET; inhibition, % at 6.5 µM; 360,000 compounds, 0.48% hits; AID 540295, 2011;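 active means inhibition above its plate's cutoff, the mean of tested wells on that plate plus 3 SD, cut at about 29% in these data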;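 further: 0% = Melanotan II alone and 100% = Melanotan II plus saturating MCL0020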
Target sequence (P32245 whole entry, looked up): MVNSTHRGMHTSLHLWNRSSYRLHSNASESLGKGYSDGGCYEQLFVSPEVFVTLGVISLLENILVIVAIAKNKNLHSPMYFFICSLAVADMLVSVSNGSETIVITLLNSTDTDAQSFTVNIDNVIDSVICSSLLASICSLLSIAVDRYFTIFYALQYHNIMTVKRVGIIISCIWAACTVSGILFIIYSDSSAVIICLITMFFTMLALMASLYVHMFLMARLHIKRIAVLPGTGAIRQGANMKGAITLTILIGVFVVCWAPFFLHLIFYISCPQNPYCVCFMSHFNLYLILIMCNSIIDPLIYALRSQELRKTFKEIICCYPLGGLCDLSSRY
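Material – human MC4R-expressing U2OS cells · Repeats – no replicates · Detection – TR-FRET with Eu-cAMP and labeled anti-cAMP, 671 nm · Times – compound 30 min, challenge 1 h, detection 1 h · Compound – single nominal compound dose of 6.5 µM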
MC4R ag barr – MC4R agonists recruiting beta-arrestin, primary screen, cell-based, luminescence, agonist arm of biased-ligand search; U2OS MC4R beta-arrestin complementation; percent of melanotan II response, DMSO zero; activation, % at 8.9 µM; 360,000 compounds, 0.98% hits; AID 540308, 2011;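 active means activation above a per-plate cutoff, the mean activation of sample wells on that plate plus 3 SD, cut at about 8% in these data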
NOD2 RIPK2 PPI – NOD2-RIPK2 binding disruptors in cells, primary screen, fluorescence, CHO cells, BLA complementation; CCF4 ratio; Receptor-interacting serine/threonine-protein kinase 2 (Homo sapiens), O43353; 360,000 compounds, 0.38% hits; AID 624267, 2012; inhibition, % at 4.98 µM; in the data active means inhibition above about 21%;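 further: 0% = vehicle only and 100% = reference blocker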
Target sequence (O43353 whole entry, looked up): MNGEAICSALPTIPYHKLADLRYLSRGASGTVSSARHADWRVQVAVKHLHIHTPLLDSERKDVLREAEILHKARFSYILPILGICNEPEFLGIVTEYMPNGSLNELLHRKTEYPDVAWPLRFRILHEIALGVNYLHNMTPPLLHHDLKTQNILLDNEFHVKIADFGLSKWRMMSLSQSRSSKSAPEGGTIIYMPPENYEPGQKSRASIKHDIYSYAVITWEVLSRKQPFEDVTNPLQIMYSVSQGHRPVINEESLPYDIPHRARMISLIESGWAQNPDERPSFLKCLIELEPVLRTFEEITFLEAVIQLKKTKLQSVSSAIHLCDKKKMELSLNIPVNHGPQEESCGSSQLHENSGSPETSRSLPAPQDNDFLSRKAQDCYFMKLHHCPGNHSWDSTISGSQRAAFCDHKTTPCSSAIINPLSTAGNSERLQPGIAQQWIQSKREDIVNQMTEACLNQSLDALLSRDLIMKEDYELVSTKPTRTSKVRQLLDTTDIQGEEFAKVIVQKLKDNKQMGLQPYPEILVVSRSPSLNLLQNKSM
Numbers without * were called inactive. An excerpt. The share of hits here may be higher or lower than overall.

For O=C(O)CC1(c2ccccc2)C(=O)c2ccccc2C1=O the results were Glyco luc inh -0.2, ABHD5 PLIN5 PPI -5.6, TLR9-MyD88 inh -8.5, aDG glyco up 0.2, Granule exo inh 0.0, ABCB6 inh 2 94.0, Vif inh 4.9, MC4R antag cAMP -2.2, MC4R ag barr -0.8 and NOD2 RIPK2 PPI -1.5.
`Cc1oc2cc([N+](=O)[O-])c(O)c([N+](=O)[O-])c2c1C(=O)c1ccc(Cl)cc1` gave Glyco luc inh 1.1, ABHD5 PLIN5 PPI 2.4, TLR9-MyD88 inh -5.7, aDG glyco up -0.1, Granule exo inh 13.8, ABCB6 inh 2 103.0, Vif inh 2.4, MC4R antag cAMP 8.2, MC4R ag barr -1.5 and NOD2 RIPK2 PPI -0.2.
Screening CCCC(=O)NC(Nc1cc(C(F)(F)F)ccc1Cl)C(Cl)(Cl)Cl (configuration not stated) returned Glyco luc inh -2.9, ABHD5 PLIN5 PPI -4.5, TLR9-MyD88 inh -7.8, aDG glyco up 0.5, Granule exo inh 21.3, ABCB6 inh 2 95.0, Vif inh 4.6, MC4R antag cAMP 14.9, MC4R ag barr 5.1 and NOD2 RIPK2 PPI 5.3.
`CCCc1cc(=O)oc2c3c(cc(OCC(=O)NCc4ccncc4)c12)OC(C)(C)CC3` gave Glyco luc inh 5.9, ABHD5 PLIN5 PPI -0.3, TLR9-MyD88 inh -10.5, aDG glyco up -0.1, Granule exo inh -4.0, ABCB6 inh 2 98.0, Vif inh -6.9, MC4R antag cAMP 4.2, MC4R ag barr 0.0 and NOD2 RIPK2 PPI 5.7.
For CNC(=S)N(Cc1cc2cc(OC)c(OC)cc2[nH]c1=O)C1CCCC1 the results were Glyco luc inh 1.9, ABHD5 PLIN5 PPI -0.6, TLR9-MyD88 inh -5.3, aDG glyco up 0.4, Granule exo inh 2.5, ABCB6 inh 2 92.0, Vif inh -0.2, MC4R antag cAMP 21.4, MC4R ag barr -3.4 and NOD2 RIPK2 PPI 5.0.
Screening O=C(COC(=O)Cc1ccsc1)Nc1cccc(Cl)c1 returned Glyco luc inh 0.0, ABHD5 PLIN5 PPI 6.5, TLR9-MyD88 inh -4.9, aDG glyco up 0.4, Granule exo inh 2.6, ABCB6 inh 2 99.0, Vif inh -2.4, MC4R antag cAMP 4.7, MC4R ag barr -0.6 and NOD2 RIPK2 PPI 4.4.
For CCOC(=O)c1oc2cccc(OC(C)=O)c2c1C the results were Glyco luc inh -0.7, ABHD5 PLIN5 PPI -4.8, TLR9-MyD88 inh 0.4, aDG glyco up -0.1, Granule exo inh 7.2, ABCB6 inh 2 107.0, MC4R antag cAMP -8.5, MC4R ag barr -1.5 and NOD2 RIPK2 PPI 11.1.
For CC(C)C(=O)Nc1c2c(nn1-c1ccc([N+](=O)[O-])cc1)CS(=O)(=O)C2 the results were Glyco luc inh 0.6, ABHD5 PLIN5 PPI 2.0, TLR9-MyD88 inh 7.1, aDG glyco up 0.1, Granule exo inh -6.2, ABCB6 inh 2 99.0, Vif inh 3.4, MC4R antag cAMP 6.3, MC4R ag barr -0.6 and NOD2 RIPK2 PPI -1.0.
`COc1ccc(CNc2ncc(-c3cccc([N+](=O)[O-])c3)n2C)c(OC)c1OC` gave Glyco luc inh 0.4, ABHD5 PLIN5 PPI -10.8, TLR9-MyD88 inh -10.6, aDG glyco up -0.1, Granule exo inh -13.5, ABCB6 inh 2 99.0, Vif inh 4.9, MC4R antag cAMP 8.7, MC4R ag barr 1.3 and NOD2 RIPK2 PPI -6.6.
For Cc1cccc(COC[C@H](Cc2ccccc2)N2CCN(C(=O)c3ccc(C(F)(F)F)cc3)CCC2=O)c1 the results were ABHD5 PLIN5 PPI 3.5, aDG glyco up 0.0, Granule exo inh 7.6, ABCB6 inh 2 98.0 and NOD2 RIPK2 PPI 12.3.
Screening O=C1/C(=C/c2cccnc2)SC(=S)N1NS(=O)(=O)c1ccccc1 returned Glyco luc inh 1.8, ABHD5 PLIN5 PPI -17.2, TLR9-MyD88 inh -1.9, aDG glyco up -0.1, Granule exo inh -5.1, ABCB6 inh 2 100.0, Vif inh -3.4, MC4R antag cAMP 5.9, MC4R ag barr -2.8 and NOD2 RIPK2 PPI -4.4.
Screening Cc1cc(C(=O)COC(=O)CC2Sc3ccccc3NC2=O)c(C)n1-c1ccccc1 (configuration not stated) returned Glyco luc inh -0.8, ABHD5 PLIN5 PPI 3.0, TLR9-MyD88 inh 4.1, aDG glyco up -0.4, Granule exo inh -0.3, ABCB6 inh 2 97.0, Vif inh 0.6, MC4R antag cAMP -1.3, MC4R ag barr -0.1 and NOD2 RIPK2 PPI 3.1.
`CN(C)n1cccc1/C=C(\C#N)S(=O)(=O)c1ccc(Cl)cc1` gave Glyco luc inh 0.3, ABHD5 PLIN5 PPI -3.6, aDG glyco up -0.1, Granule exo inh -2.6, ABCB6 inh 2 95.0, Vif inh 5.5, MC4R antag cAMP -0.5, MC4R ag barr -3.7 and NOD2 RIPK2 PPI 3.9.
Screening CC(OC(=O)c1cc(Br)ccc1O)C(=O)NCc1ccc2c(c1)OCO2 (configuration not stated) returned Glyco luc inh -1.3, ABHD5 PLIN5 PPI 15.8, TLR9-MyD88 inh 6.2, aDG glyco up 0.0, Granule exo inh -4.2, ABCB6 inh 2 99.0, Vif inh 3.7, MC4R antag cAMP 6.8, MC4R ag barr 5.6 and NOD2 RIPK2 PPI 3.4.
CCOc1ccc(N2C(=O)C3C(C2=O)C3(c2ccccc2)c2ccccc2)cc1 (configuration not stated) was read as Glyco luc inh -1.5, ABHD5 PLIN5 PPI -5.8, TLR9-MyD88 inh -4.0, aDG glyco up -0.1, Granule exo inh -2.0, ABCB6 inh 2 99.0, Vif inh 0.5, MC4R antag cAMP 5.9, MC4R ag barr 3.4 and NOD2 RIPK2 PPI 2.8.
`COc1ccc2nc(NC(=O)c3ccccc3C(=O)O)sc2c1` gave Glyco luc inh 2.3, ABHD5 PLIN5 PPI 5.2, TLR9-MyD88 inh -3.1, aDG glyco up -0.1, Granule exo inh 0.1, ABCB6 inh 2 94.0, Vif inh -14.0, MC4R antag cAMP 2.8, MC4R ag barr 0.4 and NOD2 RIPK2 PPI -3.0.
`CC(=O)c1ccc(-n2c(CCC(=O)O)ccc2-c2ccccc2)cc1` gave Glyco luc inh 0.8, ABHD5 PLIN5 PPI 2.2, TLR9-MyD88 inh -0.8, aDG glyco up 0.1, Granule exo inh 6.8, ABCB6 inh 2 100.0, Vif inh 6.8, MC4R antag cAMP 19.8, MC4R ag barr -2.2 and NOD2 RIPK2 PPI -4.7.
For CCOC(=O)Cn1nc(C)c([N+](=O)[O-])c1C the results were Glyco luc inh 0.8, ABHD5 PLIN5 PPI 11.1, TLR9-MyD88 inh -0.8, aDG glyco up 0.3, Granule exo inh -3.5, ABCB6 inh 2 100.0, Vif inh 4.1, MC4R antag cAMP 6.4, MC4R ag barr 1.0 and NOD2 RIPK2 PPI -4.9.
`COCC(=O)N1CCC(c2nc3ccccc3[nH]2)CC1` gave Glyco luc inh 0.2, ABHD5 PLIN5 PPI 3.5, TLR9-MyD88 inh 11.5, aDG glyco up 0.3, Granule exo inh 12.5, ABCB6 inh 2 94.0, MC4R antag cAMP 5.6, MC4R ag barr -0.8 and NOD2 RIPK2 PPI -11.5.
`O=C(c1cccc(-c2cncc3nccn23)c1)N1CCOCC1` gave Glyco luc inh -0.1, ABHD5 PLIN5 PPI 1.7, aDG glyco up -0.1, Granule exo inh -1.4, ABCB6 inh 2 96.0, Vif inh -4.4, MC4R antag cAMP -1.6, MC4R ag barr -3.1 and NOD2 RIPK2 PPI 11.0.
For CCOC(=O)C1=C(C)OC(N)=C(C#N)C1c1cc2c(cc1[N+](=O)[O-])OCO2 (configuration not stated) the results were Glyco luc inh -0.4, ABHD5 PLIN5 PPI -3.6, TLR9-MyD88 inh -11.2, aDG glyco up -0.3, Granule exo inh 6.4, ABCB6 inh 2 103.0, Vif inh -1.3, MC4R antag cAMP -15.5, MC4R ag barr -2.4 and NOD2 RIPK2 PPI -3.7.
For CCOCCCNC(=S)N1CCCN(c2nc3cc(C)cc(C)c3cc2C#N)CC1 the results were Glyco luc inh 1.0, ABHD5 PLIN5 PPI -11.5, TLR9-MyD88 inh 4.7, aDG glyco up 1.4, Granule exo inh 0.4, ABCB6 inh 2 94.0, Vif inh -3.3, MC4R antag cAMP 1.4, MC4R ag barr 2.4 and NOD2 RIPK2 PPI 1.1.
Screening COc1ccc(C)cc1S(=O)(=O)N1CCCC(N2CCOCC2)C1 (configuration not stated) returned Glyco luc inh 3.0, ABHD5 PLIN5 PPI -3.6, TLR9-MyD88 inh -8.2, aDG glyco up -0.2, Granule exo inh 14.8, ABCB6 inh 2 91.0, Vif inh -1.9, MC4R antag cAMP -1.4, MC4R ag barr -1.1 and NOD2 RIPK2 PPI 6.4.
`CCOc1ccc(C(c2c(C)[nH][nH]c2=O)c2c(C)[nH][nH]c2=O)cc1OC` gave Glyco luc inh 5.2, ABHD5 PLIN5 PPI -10.8, TLR9-MyD88 inh -3.7, aDG glyco up 0.6, Granule exo inh -2.7, ABCB6 inh 2 106.0, Vif inh -1.7, MC4R antag cAMP 0.2, MC4R ag barr -0.7 and NOD2 RIPK2 PPI 0.8.
Nc1ccccc1-c1ccn[nH]1 was read as Glyco luc inh 2.3, ABHD5 PLIN5 PPI -0.4, TLR9-MyD88 inh -5.0, aDG glyco up 0.0, Granule exo inh 3.5, ABCB6 inh 2 98.0, Vif inh -1.3, MC4R antag cAMP 2.4, MC4R ag barr -0.6 and NOD2 RIPK2 PPI -6.0.
O=C(COC(=O)c1ccc(Cl)nc1)NCc1cccs1 was read as Glyco luc inh 1.4, ABHD5 PLIN5 PPI 2.5, TLR9-MyD88 inh -0.6, aDG glyco up -0.1, Granule exo inh 0.9, ABCB6 inh 2 102.0, Vif inh -2.1, MC4R antag cAMP 4.6, MC4R ag barr -2.6 and NOD2 RIPK2 PPI -5.4.
